TRPC4 block – TRPC4 (mouse) channel inhibition; Q9QUQ5; HEK293 TRPC4beta/mu-opioid, DAMGO-evoked Fluo4 calcium flux; active compounds read low; B-score at 10 µM; 0.39% of 300,000 active;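 active = B-score over 3 SD under the library average, no early fluorescence shift, positive overall ratio signal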
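material = TRPC4beta/mu-opioid receptor HEK293 cell line | probe or stimulus = sequential submaximal and maximal DAMGO stimulation | compound dosing = one concentration per compound | measured by = Fluo4 Ca2+ flux fluorescence | evaluation = integrated fluorescence ratio relative to baseline, converted to per-well B score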
MrgX1 agonist – agonists of human MrgX1 receptor; Q96LB2; MrgX1-HEK293 cells, Fluo-4 calcium fluorescence, agonist mode; active compounds read high; B-score at 10 µM; 0.44% of 310,000 active; AID 588627;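 active = calcium response B-score plate-corrected fluorescence ratio at least 3 library SD, with starting fluorescence B-score inside 5 SD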
Target sequence (Q96LB2 whole entry, looked up): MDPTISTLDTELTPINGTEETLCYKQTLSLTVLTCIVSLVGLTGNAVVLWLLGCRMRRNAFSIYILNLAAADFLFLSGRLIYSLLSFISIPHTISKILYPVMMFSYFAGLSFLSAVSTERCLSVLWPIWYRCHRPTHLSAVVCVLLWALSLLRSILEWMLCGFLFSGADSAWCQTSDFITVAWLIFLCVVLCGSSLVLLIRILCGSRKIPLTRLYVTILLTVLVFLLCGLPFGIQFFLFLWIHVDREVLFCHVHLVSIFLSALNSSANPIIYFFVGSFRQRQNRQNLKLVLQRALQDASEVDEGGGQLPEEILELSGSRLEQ
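System – MrgX1-expressing HEK293 cells · Incubation – cells plated overnight, dye loaded 0.5 h 37 °C, 0.5 h room temperature · Technique – kinetic Fluo-4 NW fluorescence of intracellular calcium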
HIF activator – HIF pathway transcriptional activation. U2OS HRE-luciferase reporter, luminescence; normalized: DMSO 0%, desferrioxamine 100%. activation, % at 7.5 µM (by protocol). 0.32% of 300,000 active. AID 1910;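 active = mean activation of at least 10% of the iron chelator positive control signal, with at least half of replicates also reaching 10%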
MrgX1 allo act – allosterically activates human MrgX1 receptor signaling; MrgX1-HEK293, Fluo-4 calcium flux, FDSS; active compounds read high; 0.63% of 310,000 active; B-score at 10 µM; AID 588675;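 active = plate-corrected calcium response at least 3 library SD above typical, normal starting fluorescence, not activating the receptor alone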;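 also: compound read alongside a low EC10 to EC30 dose of BAM8-22 agonist; peak minus trough fluorescence over baseline measured at the second addition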
RGS4 pot – RGS4 potentiation or activation | HEK293 M3R/inducible RGS4, carbachol calcium flux Fluo4; active compounds read low | B-score at 10 µM | 0.92% of 310,000 active | AID 463111;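 active = B-score of the integrated calcium signal more than 4 SD below the library mean, with starting fluorescence not abnormally high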;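 also: negative B-score means reduced calcium response which marks RGS4 activation or potentiation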
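Reagent: ECmax carbachol challenge; Test system: M3R-expressing HEK293 line, RGS4 induced by doxycycline; Schedule: overnight RGS4 induction, 30 min dye load 37 °C, 20 min compound RT; Detection: calcium dye Fluo4 fluorescence; Read-out: Agonist-evoked peak-minus-minimum fluorescence over baseline, integrated ratio, B score.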
TRPC6 inhibitor – blocks the mouse TRPC6 cation channel. 1.1% of 310,000 active. HEK293-TRPC6, membrane potential dye, ACh-evoked depolarization; active compounds read low. B-score at 10 µM. Q61143;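 active = B-score under library mean minus 3 SD, initial fluorescence not abnormally high, positive integrated signal ratio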;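 also: B-score derived from integrated fluorescence ratio over the kinetic read; more negative B-score means stronger inhibition of depolarization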
MrgX1 antagonist – blocks BAM8-22 activation of human MrgX1 receptor; Q96LB2; 1.3% of 310,000 active; MRGX1-HEK293 calcium flux, Fluo-4, BAM8-22 antagonism; active compounds read low; B-score at 10 µM;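 active = calcium-response B-score plate-corrected more than 3 library SD below zero, starting fluorescence within 5 deviations, no agonist response on first addition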;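 also: peak minus trough fluorescence over baseline after final BAM8-22 challenge near maximal dose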
RGS4 block – inhibitors of human RGS4. P49798. B-score at 10 µM. AID 463165. 0.45% of 310,000 active. HEK293 M3R/RGS4 inducible, Fluo-4 calcium flux; active compounds read high; triggered by carbachol at its EC20;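 active = B-score, a plate-corrected calcium signal, over three deviations above library mean, with baseline fluorescence within five deviations of library mean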;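 also: RGS4 expression induced by doxycycline in cells with stable M3 receptor; B-score is computed from the integrated fluorescence ratio over baseline after carbachol; higher B-score means a larger calcium signal and so more RGS4 inhibition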
Target sequence (P49798 whole entry, looked up): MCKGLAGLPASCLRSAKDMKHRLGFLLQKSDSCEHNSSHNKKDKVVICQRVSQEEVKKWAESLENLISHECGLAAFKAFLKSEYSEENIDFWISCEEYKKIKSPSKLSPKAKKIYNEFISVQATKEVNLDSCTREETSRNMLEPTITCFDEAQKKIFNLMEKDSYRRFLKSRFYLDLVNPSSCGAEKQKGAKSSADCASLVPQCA
Platelet DG rel – platelet dense granule release activity | human platelet-rich plasma, SFLLRN dense granule ATP release, luminescence | AID 1663 | inhibition, %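 (compounds screened at 7.5 µM in platelet-rich plasma)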 | 0.22% of 300,000 active;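 active = mean replicate score, as percent of positive control, at or above 50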
SKKanGAS inh – inhibitors of SKKanGAS S. pyogenes growth in kanamycin (SK-promoter or general growth effect); BacTiter-Glo, 6 h; inhibition, % at 7.5 µM; 1.3% of 300,000 active;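 active = mean replicate score, as percent of positive control median, at least 50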;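 also: strain carries kanamycin resistance gene driven by streptokinase promoter and grows in 40 µg/ml kanamycin; loss of luminescence reflects streptokinase promoter inhibition or plain growth inhibition; 0% = median of DMSO wells and 100% = positive control at its reference dose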
TRPC6 act – activators of mouse TRPC6 channel; HEK293-TRPC6 membrane potential dye fluorescence; active compounds read high; B-score at 10 µM; 0.13% of 310,000 active; AID 2550;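 active = B-score of the integrated fluorescence ratio above library mean plus 3 SD, and starting fluorescence ratio within library mean plus 5 SD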;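 also: higher score means more depolarization so channel activation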
Starred values were filed as active, the others as inactive; i = inactive; . = no result given.

SMILES	TRPC4 block	MrgX1 agonist	HIF activator	MrgX1 allo act	RGS4 pot	TRPC6 inhibitor	MrgX1 antagonist	RGS4 block	Platelet DG rel	SKKanGAS inh	TRPC6 act
CCOC(=O)N(Cc1ccccc1)Cc1ccc(C(=O)N[C@@H](Cc2ccccc2)C(=O)O)cc1	i	i	-0.4	i	i	i	i	i	-2	7	i
COc1ccccc1OCC(=O)NCCSCc1cccc(Cl)c1	i	i	0.0	i	i	i	i	i	0	8	i
COc1ccc(CCNC(=O)CCNS(=O)(=O)c2cc(Br)cnc2N)cc1OC	i	i	0.3	i	i	i	i	i	-4	0	i
c1cnc(N2CCN(c3nc4ccccc4n4cnnc34)CC2)nc1	i	i	0.4	i	i	i	i	i	0	-2	i
O=C(COc1ccccc1Br)Nc1ccc2c(c1)OCCCO2	i	i	1.2	i	i	i	i	i	-6	-10	i
Cc1oc2cc([N+](=O)[O-])c(O)c([N+](=O)[O-])c2c1C(=O)c1ccc(Br)cc1	i	i	-0.4	i	i	i	i	i	-7	.	i
COC(=O)C1=C(C)N(C)C(=S)N(C)C1c1cccc(Br)c1 (centres undefined)	i	i	-0.1	i	i	i	i	i	2	19	i
COc1cc(NC(=O)Nc2ccc(C)cc2)cc([N+](=O)[O-])c1	i	i	2.0	i	i	i	i	i	-14	7	i
CCOc1ccc(C(C)NC(=O)c2ccccc2OCc2c(C)noc2C)cc1OCC (centres undefined)	i	i	0.3	i	i	i	i	i	0	-5	i
Cc1ccc(CNC(=O)CCC(=O)Nc2nnc(C3CCCCC3)s2)cc1	i	i	-0.2	i	i	i	i	i	-5	3	i
CC1(C)Cc2ccccc2-c2nnc(SCC(=O)N3CCc4ccccc43)n21	i	i	0.1	i	i	i	i	i	5	8	i
COc1ccc(C(=O)NCC(=O)OCc2ccc(F)cc2Cl)cc1OC	i	i	0.0	i	i	i	i	i	-3	-14	i
COc1ccc(-c2nn(CC(=O)N3CCCCC3)c(=O)c3ccccc23)cc1	i	i	-0.1	i	i	i	i	i	-5	-3	i
COc1cc(OC)c(S(=O)(=O)NC(C)C)cc1S(=O)(=O)NC(C)C	i	i	-0.2	i	i	i	i	i	0	-5	i
Cc1cc(C(F)F)n2nc(C(=O)Nc3sc4c(c3C#N)CCC4)nc2n1	i	i	-0.5	i	i	i	i	i	4	11	i
CC(=O)c1cccc(NC(=O)CN2C(=O)COc3ccc(Cl)cc32)c1	i	i	.	i	i	i	i	i	3	0	i
CC(Oc1ccc(Cl)cc1Cl)C(=O)NCCC1=CCCCC1 (centres undefined)	i	i	0.1	i	i	i	i	i	-21	4	i
FC(F)(F)c1cc(-c2ccco2)nc(NCc2ccco2)n1	i	i	-0.5	i	i	i	i	i	2	6	i
Cc1ccc(C2c3sc(=O)[nH]c3SC3C(=O)NC(=O)C32)cc1 (centres undefined)	i	i	-0.2	i	i	i	i	i	3	6	i
COC(=O)Nc1ccc2c(c1)N(C(=O)CCCl)c1ccccc1S2	i	i	-21	i	i	i	i	i	2	-3	i
O=C(N/N=C/c1cccnc1)c1ccc2ccccc2c1O	i	i	.	i	i	i	i	i	.	.	i
CC(C(=O)O)C1SC(=O)NC1=O (centres undefined)	i	i	0.0	i	i	i	i	i	-5	-2	i
Cn1nc(C(F)(F)F)c(C(=O)Nc2ccc(F)cc2F)c1Cl	i	i	0.2	i	i	i	i	i	2	19	i
CNC(=O)NNC(=O)c1onc(-c2c(Cl)cccc2Cl)c1C(=O)OC	i	i	0.1	i	i	i	i	i	-11	2	i
Cc1nn(CCCC(=O)NC(C)c2ccccc2)c(=O)c2nn(-c3ccccc3)c(C)c12 (centres undefined)	i	i	0.4	i	i	i	i	i	7	-1	i
O=C(c1ccccc1)c1cc[n+]([O-])cc1	i	i	0.0	i	i	i	i	i	-2	2	i
O=C(Cc1ccccc1)Nc1nnc(-c2ccco2)o1	i	i	-0.5	i	i	i	i	i	-9	-7	i
CCOc1ccc(-c2cc(C(=O)NCCCn3ccnc3)c3cc(Br)ccc3n2)cc1	i	i	-5.3	i	i	i	i	i	7	7	i
COc1ccc(N2CCN(C(=O)c3ccc(NS(=O)(=O)c4cccs4)cc3)CC2)cc1	i	i	-0.8	i	i	i	i	i	-17	3	i
CC(/C=N/Nc1nncc(=O)[nH]1)=C\c1ccccc1	i	i	-0.3	i	i	i	i	i	-2	1	i
O=C(CC1SC(=Nc2ccccc2)N(Cc2ccccn2)C1=O)Nc1cccc(Cl)c1 (centres undefined)	i	i	0.3	i	i	i	i	i	-4	15	i
O=C(NCc1ccccc1F)C1CCCN(S(=O)(=O)c2ccc(-n3cnnn3)cc2)C1 (centres undefined)	i	i	-4.0	i	i	i	i	i	-6	-15	i
Cc1cc(N2CCC(C(=O)NC3CCCCC3)CC2)nc(-c2ccccc2)n1	i	i	-0.6	i	i	i	i	i	0	-2	i
COC(=O)c1ccc(/C=N/NC(=O)CC(=O)NC2CCCCC2)cc1	i	i	0.0	i	i	i	i	i	-5	0	i
CCCCCc1c(C)nc(Nc2ccc(F)cc2)[nH]c1=O	i	i	0.4	i	i	i	i	i	-112	6	i
CCOC(=O)CC(NC(=O)C1c2ccccc2Oc2ccccc21)c1ccccc1Cl (centres undefined)	i	i	-0.5	i	i	i	i	i	-2	-2	i
Cc1cc(C)cc(C(=O)NC(CC(N)=O)c2ccc(NC3CCCCCC3)c([N+](=O)[O-])c2)c1 (centres undefined)	i	i	-0.4	i	i	i	i	i	-2	6	i
CCNC(=S)N/N=C/c1ccc(C(=O)O)cc1	i	i	-0.3	i	i	i	i	i	20	10	i
COc1ccc(S(=O)(=O)N2CCN(C(=O)C3CCCCC3)CC2)cc1	i	i	-0.5	i	i	i	i	i	.	-3	i
CN1c2ccccc2C(C)(C)C12C=Cc1cc(O)ccc1O2 (centres undefined)	i	i	0.0	i	i	i	i	i	-4	6	i
Cc1ccc(-n2c(SCC(=O)NC3CCCCC3)nc3c(c2=O)SCC3)cc1	i	i	-0.5	i	i	i	i	i	21	-3	i
CS(=O)(=O)N1CCC(C(=O)Nc2ccc(F)cc2)CC1	i	i	-2.0	i	i	i	i	i	7	1	i
CC(Oc1ccc2oc3ccccc3c2c1)C(=O)NC12CC3CC(CC(C3)C1)C2 (centres undefined)	i	i	-0.5	i	i	i	i	i	-6	33	i
O=C(Nc1cc2c(oc1=O)CCCC2=O)c1ccccc1	i	i	1.1	i	i	i	i	i	6	-5	i
CN(C)C(=O)CSc1nnc(-c2cnccn2)n1C	i	i	-0.4	i	i	i	i	i	4	-4	i
NCCCSC1=NCCCN1	i	i	-0.3	i	i	i	i	i	-1	2	i
CCN(CC)c1ccc(/C=N\N2CCN(Cc3ccc(C)cc3)CC2)cc1	i	i	-0.8	i	i	i	i	i	-8	-9	i
CCOc1ccc2nc(NCCNC(=O)C3CC3)c(C)cc2c1	i	i	0.4	i	i	i	i	i	.	1	i
Cc1cc(/C=N/NC(=O)c2cccc(N(C)C)c2)c(C)n1-c1cc(C(=O)O)cc(C(=O)O)c1	i	.	1.3	.	i	i	.	i	1	3	i
COc1ccccc1C(=O)Nc1ccccn1	i	i	-0.6	i	i	i	i	i	5	.	i

A section of the results above, for reference:
SMILES	TRPC4 block	MrgX1 agonist	HIF activator	MrgX1 allo act	RGS4 pot	TRPC6 inhibitor	MrgX1 antagonist	RGS4 block	Platelet DG rel	SKKanGAS inh	TRPC6 act
CC(Oc1ccc2oc3ccccc3c2c1)C(=O)NC12CC3CC(CC(C3)C1)C2 (centres undefined)	i	i	-0.5	i	i	i	i	i	-6	33	i
O=C(Nc1cc2c(oc1=O)CCCC2=O)c1ccccc1	i	i	1.1	i	i	i	i	i	6	-5	i

Later entries.
SMILES	TRPC4 block	MrgX1 agonist	HIF activator	MrgX1 allo act	RGS4 pot	TRPC6 inhibitor	MrgX1 antagonist	RGS4 block	Platelet DG rel	SKKanGAS inh	TRPC6 act
CCOc1ccc(C(=O)Nc2ccc3c(c2)OCCO3)cc1OC	.	i	2.3	i	i	i	i	i	6	-3	i
Cc1ccccc1CS(=O)(=O)Cc1ccc(C(=O)NCCCN2CCOCC2)o1	i	i	-0.1	i	i	i	i	i	-11	-10	i
Cc1ccc(/C(CSc2nccn2-c2ncc(C(F)(F)F)cc2Cl)=N\O)cc1	i	i	-0.1	i	i	i	i	i	-1	2	i
COc1cccc(COC(=O)c2sc3nc4n(c(=O)c3c2C)CCC4)c1OC	i	i	1.6	i	i	i	i	i	16	93*	i
CCOc1ccccc1C1C(C#N)=C(N)Oc2cc(C)n(C)c(=O)c21 (centres undefined)	i	i	-0.2	i	i	i	i	i	-1	-1	i
Cc1ccc(C)c(C(=O)COC(=O)Cn2c(C)csc2=O)c1	i	i	0.4	i	i	i	i	i	2	-3	i
NC(=O)[C@H](Cc1cc2ccccc2s1)NC(=O)[C@@H]1CC2(CC(c3cccc(NC(=O)[C@@H]4CCC(=O)N4)c3)=NO2)CN1C(=O)/C=C/Sc1ccccc1 (some centres undefined)	i	i	0.9	i	i	i	i	i	0	17	i
CC(C)C(=O)Nc1ccc(NC(=O)c2cccnc2)cn1	i	i	-0.1	i	i	i	i	i	5	-1	i
CCOc1ccc2nc(NCCNC(=O)C(C)(C)C)c(C)cc2c1	i	i	.	i	i	i	i	i	.	.	i
COC(=O)c1cc(COc2ccc3c4c(c(=O)oc3c2)CCC4)c(C)o1	i	i	-0.4	i	i	i	i	i	4	5	i
C=C1C(C(=O)N2CCOCC2)C1C(=O)N1CCOCC1 (centres undefined)	i	i	0.0	i	i	i	i	i	-4	-6	i
Cc1ccc(SCCC(=O)N2CCC(C(N)=O)CC2)cc1	i	i	0.5	i	i	i	i	i	-2	-4	i
COc1cccc(NC(=O)COC(=O)/C=C/c2ccc(Cl)cc2Cl)c1	i	i	-0.6	i	i	i	i	i	35	-3	i
COc1ccc(NC2CC(=O)N(c3cccc(C)c3)C2=O)cc1 (centres undefined)	i	i	1.2	i	i	i	i	i	2	3	i
Cc1cc(C)c(C)c(OC(=O)c2sc(Cl)nc2C)c1	i	i	0.2	i	i	i	i	i	-54	-5	i
Cc1ccccc1C(=O)N/N=C1\SCC(=O)N1Cc1ccco1	i	i	0.0	i	i	i	i	i	3	-7	i
Cc1ccc(S(=O)(=O)N2CCN(C(=O)CCN3C(=O)c4ccccc4C3=O)CC2)cc1C	i	i	0.2	i	i	i	i	i	-30	-6	i
Cc1cc(C=C2C(=O)c3ccccc3C2=O)c(C)n1C	i	i	4.7	i	i	i	i	i	-7	-6	i
